PP5 primary: PP5 (human) phosphatase inhibition | P53041 | purified PP5c, OMFP substrate fluorescence | inhibition, % at 6.7 µM | actives 0.18% (n = 320,000) | AID 1987;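 active = inhibition above the campaign's mean inhibition across all tested compounds plus 3 SD, cut at about 9.5% in these data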;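 also: 0% = DMSO only and 100% = 100 µM cantharidin control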
proCasp3 act: activators of human procaspase-3. recombinant procaspase-3 D3A, Ac-DEVD-pNA absorbance 405 nm. activation, % at 8.5 µM. actives 0.11% (n = 330,000);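 active = activation above the mean of all tested compounds plus 3 SD, cut at about 21% in these data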;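 also: 0% = DMSO alone and 100% = DMSO wells spiked with extra 5 µM PC-3 D3A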
Target sequence (P42574 whole entry D9A/D28A/D175A): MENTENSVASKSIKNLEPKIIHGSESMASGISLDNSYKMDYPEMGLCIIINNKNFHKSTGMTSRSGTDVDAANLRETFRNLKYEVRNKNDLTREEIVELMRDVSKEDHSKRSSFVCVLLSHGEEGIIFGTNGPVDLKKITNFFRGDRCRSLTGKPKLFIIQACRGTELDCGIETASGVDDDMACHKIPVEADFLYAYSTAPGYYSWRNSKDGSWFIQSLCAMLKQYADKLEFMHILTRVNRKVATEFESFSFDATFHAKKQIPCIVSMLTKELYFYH
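assay system = Procaspase-3 D3A mutant | signal = absorbance at 405 nm, 0 and 120 min | times = 1 h preincubation plus 2 h reaction at 25 °C | repeats = single replicate | read-out = % activation between DMSO and enzyme-spiked controls | medium = Zinc-free HEPES saline buffer with Triton X-100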
PP1 counter: counter-screen for PP5 inhibitors: inhibitors of human PP1-alpha; actives 0.9% (n = 320,000); inhibition, % at 6.7 µM; P62136; purified PP1alpha, OMFP fluorescence;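 active = inhibition above the mean inhibition of all tested compounds plus 3 SD, computed separately for each screening campaign, cut at about 15% in these data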
Target sequence (P62136 whole entry, looked up): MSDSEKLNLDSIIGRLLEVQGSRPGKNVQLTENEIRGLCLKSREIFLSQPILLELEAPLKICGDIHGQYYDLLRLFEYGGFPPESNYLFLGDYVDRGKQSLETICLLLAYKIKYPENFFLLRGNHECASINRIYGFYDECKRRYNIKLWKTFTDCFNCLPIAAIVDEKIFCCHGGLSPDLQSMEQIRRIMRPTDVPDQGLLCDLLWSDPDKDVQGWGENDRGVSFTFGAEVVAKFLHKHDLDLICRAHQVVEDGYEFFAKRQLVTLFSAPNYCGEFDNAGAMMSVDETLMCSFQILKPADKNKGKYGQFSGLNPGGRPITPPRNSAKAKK
CTSL1 counter: blocks F. hepatica cathepsin L1 in PFM18AAP counter-screen; recombinant F. hepatica cathepsin L1, Z-Leu-Arg-MCA fluorescence; AID 1906; actives 0.49% (n = 300,000); inhibition, % at 5.96 µM;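 active = inhibition above the mean of all tested compounds plus 3 SD, set per screening campaign, cut at about 17% in these data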;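 also: 0% = plate median of test compound wells and 100% = 1 µM Z-Phe-Ala-diazomethylketone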
PAFAH2 FP inh: PAFAH2 (human) inhibition | Q99487 | recombinant PAFAH2, FP-rhodamine activity probe, fluorescence polarization | inhibition, % at 3.39 µM | actives 0.99% (n = 340,000);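 active = inhibition above the mean over all tested compounds plus 3 SD, cut at about 30% in these data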;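 also: inhibitors block probe labeling of enzyme so polarization drops; 0% = enzyme with DMSO and 100% = wells lacking PAFAH2 protein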
core dimer inh: blocks dimerization of HCV core protein; inhibition, % at 5 µM; actives 0.33% (n = 300,000); TR-FRET GST/Flag-core106 dimerization, 1536-well;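 active = inhibition above the mean of all tested compounds plus 3 SD, set per screening campaign, cut at about 45% in these data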
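Material: GST/Flag-tagged HCV core106 proteins. Incubation: 4 h, 22.5 °C incubation. Read-out basis: inhibition (%) from 671 over 617 nm ratio. Measured by: TR-FRET, excitation 340 nm, emission 617 and 671 nm.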
AHR act: activators of human aryl hydrocarbon receptor; actives 2.5% (n = 320,000); activation, % at 5 µM; P35869; AID 2796; AHR-responsive luciferase reporter cells, luminescence; in the data active = activation above about 47%;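 also: 0% = vehicle wells and 100% = reference agonist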
procasp7 counter: activates human procaspase-7, counter-screen for procaspase-3 activators; P55210; recombinant procaspase-7, Ac-DEVD-pNA absorbance 405 nm; D23A/D198A/D206A triple mutant, cannot self-cleave; scale: DMSO 0, 5 µM enzyme 100; activation, % at 8.5 µM; actives 0.093% (n = 330,000); AID 463210;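 active = percent activation above the screen-wide mean plus 3 SD, cut at about 25% in these data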
Target sequence (P55210 whole entry D23A/D198A/D206A): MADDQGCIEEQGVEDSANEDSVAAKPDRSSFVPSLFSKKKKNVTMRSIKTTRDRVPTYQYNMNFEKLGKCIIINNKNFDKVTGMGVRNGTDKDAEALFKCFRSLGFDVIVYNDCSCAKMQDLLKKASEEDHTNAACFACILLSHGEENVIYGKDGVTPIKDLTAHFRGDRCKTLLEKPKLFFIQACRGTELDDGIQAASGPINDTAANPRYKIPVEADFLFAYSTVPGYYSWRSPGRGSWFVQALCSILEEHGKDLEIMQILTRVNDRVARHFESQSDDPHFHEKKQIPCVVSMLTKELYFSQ
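Detection: p-Nitroaniline absorbance at 405 nm, read at 0 and 120 min; system: Uncleavable procaspase-7 mutant enzyme; evaluation: % activation from two-timepoint absorbance difference, scaled to controls; times: 1 h enzyme–compound preincubation and 2 h substrate reaction, both 25 °C; buffer or medium: Zinc-free HEPES pH 7.4 with 300 mM NaCl, 0.01% Triton X-100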
TPT1 inh: C. albicans TPT1 enzyme inhibition | recombinant caTPT1, FP RNA substrate dephosphorylation | actives 0.81% (n = 300,000) | AID 1962 | inhibition, % at 5 µM;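 active = inhibition above the mean of all tested compounds plus 3 SD, set per screening campaign, cut at about 24% in these data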;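 also: plate controls were DMSO alone for no effect and ferristatin control at 100 nM for full effect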
An asterisk follows results filed as active.

How did COc1ccccc1CNC(=O)c1ccc(CS(=O)Cc2cccc(Cl)c2)o1 (stereo not given) do in these assays?
PP5 primary: -0.1; proCasp3 act: 4; PP1 counter: 3; CTSL1 counter: 0; PAFAH2 FP inh: -4; core dimer inh: 9; AHR act: 12; procasp7 counter: 5; TPT1 inh: -2

Results for O=C(CN1CCCN(S(=O)(=O)c2ccc(F)cc2)CC1)Nc1ccccc1Br ?
PP5 primary: 5.4; proCasp3 act: -4; PP1 counter: 7; CTSL1 counter: 4; PAFAH2 FP inh: -8; core dimer inh: 8; AHR act: -2; procasp7 counter: 1; TPT1 inh: -7

What do the screens show for `CCN(CC)S(=O)(=O)c1ccc2c(c1)nc(SC(C)C(N)=O)n2-c1ccc(OC)cc1` (stereo not given)?
PP5 primary: 4.3; proCasp3 act: 8; PP1 counter: 5; CTSL1 counter: -1; PAFAH2 FP inh: 5; core dimer inh: 14; AHR act: 5; procasp7 counter: 7; TPT1 inh: 0

Results for Cn1c(-c2ccc(F)c(F)c2)cc2onc(-c3ccccc3)c2c1=O ?
PP5 primary: 0.4; proCasp3 act: 4; PP1 counter: -1; CTSL1 counter: -1; PAFAH2 FP inh: 1; core dimer inh: 10; AHR act: -8; procasp7 counter: 0; TPT1 inh: 1

What do the screens show for `O=C(NNS(=O)(=O)c1ccc(F)cc1)c1ccc([N+](=O)[O-])cc1`?
PP5 primary: -1.1; proCasp3 act: -4; PP1 counter: -1; CTSL1 counter: 1; PAFAH2 FP inh: 0; core dimer inh: -3; AHR act: 1; procasp7 counter: -9; TPT1 inh: -2

How did COc1ccc(CCNC(=O)CCn2c(=O)c3ccccc3n(CC(=O)NCC3CCCO3)c2=O)cc1OC (stereo not given) do in these assays?
PP5 primary: 3.3; proCasp3 act: 3; PP1 counter: -4; CTSL1 counter: -2; PAFAH2 FP inh: -1; core dimer inh: -4; AHR act: -1; procasp7 counter: 13; TPT1 inh: 1

Results for c1ccc(Nc2cccc(Nc3ccccc3)n2)cc1 ?
PP5 primary: 5.0; proCasp3 act: -10; PP1 counter: 3; CTSL1 counter: 1; PAFAH2 FP inh: -4; core dimer inh: -23; AHR act: 34; procasp7 counter: -6; TPT1 inh: 2

What do the screens show for `CC(C)C(NC(=O)c1c(F)cccc1F)C(=O)NCc1ccc(S(=O)(=O)N2CCOCC2)cc1` (stereo not given)?
PP5 primary: -0.6; proCasp3 act: 11; PP1 counter: -1; PAFAH2 FP inh: 0; AHR act: 0; procasp7 counter: 8

Results for CC(C(=O)NC1C(=O)N2C(C(=O)O)=C(CSc3nnnn3C)CSC12)n1cc(Cl)cn1 (stereo not given) ?
PP5 primary: -2.0; proCasp3 act: -16; PP1 counter: 0; CTSL1 counter: -1; PAFAH2 FP inh: 6; core dimer inh: -4; AHR act: 1; procasp7 counter: -28; TPT1 inh: 2

Results for COc1ccc(C2=NOC(C(=O)Nc3ccc4c(c3)OCCO4)C2)c(OC)c1 (stereo not given) ?
PP5 primary: -7.3; proCasp3 act: -2; PP1 counter: -1; CTSL1 counter: 7; PAFAH2 FP inh: -7; core dimer inh: -10; AHR act: 3; procasp7 counter: -3; TPT1 inh: -2

How did CCOc1ccc(/C=N/OCC(=O)NCc2ccc3c(c2)OCO3)cc1OC do in these assays?
PP5 primary: -2.8; proCasp3 act: -1; PP1 counter: -4; CTSL1 counter: -5; PAFAH2 FP inh: 5; core dimer inh: -9; AHR act: 3; procasp7 counter: 5; TPT1 inh: 6

How did O=C(OCc1nnc(-c2ccccc2)o1)c1cc([N+](=O)[O-])ccc1Cl do in these assays?
PP5 primary: -0.1; proCasp3 act: 8; PP1 counter: -1; CTSL1 counter: 0; PAFAH2 FP inh: 1; core dimer inh: 9; AHR act: 0; procasp7 counter: 2; TPT1 inh: 0

How did FC(F)(F)c1ccccc1/C=N/n1c(COc2ccccc2)n[nH]c1=S do in these assays?
PP5 primary: 5.1; proCasp3 act: -8; PP1 counter: 7; CTSL1 counter: 1; PAFAH2 FP inh: 5; core dimer inh: 0; AHR act: 3; procasp7 counter: -5; TPT1 inh: 0

What do the screens show for `COc1cccc2sc3ccc(NCCC4CCCN4C)cc3c(=O)c12` (stereo not given)?
PP5 primary: 1.7; proCasp3 act: 1; PP1 counter: 2; CTSL1 counter: 0; PAFAH2 FP inh: 3; core dimer inh: -18; AHR act: 1; procasp7 counter: -6; TPT1 inh: -8

Results for CCC(=O)Nc1ccc(C(=O)Nc2cccc(OC)c2)cc1 ?
PP5 primary: 0.7; proCasp3 act: -2; PP1 counter: -2; CTSL1 counter: 4; PAFAH2 FP inh: 2; core dimer inh: 3; AHR act: 4; procasp7 counter: -5; TPT1 inh: -6

Results for CSc1ccc(NC(=O)/C=C/C(=O)O)cc1 ?
PP5 primary: -0.2; proCasp3 act: -10; PP1 counter: 2; CTSL1 counter: 0; PAFAH2 FP inh: -8; core dimer inh: -1; AHR act: -5; procasp7 counter: 4; TPT1 inh: 4

How did COc1ccc(/C=N/NC(=O)C(=O)N2CCN(c3ccccc3OC)CC2)cc1 do in these assays?
PP5 primary: 3.1; proCasp3 act: -4; PP1 counter: -4; CTSL1 counter: 0; PAFAH2 FP inh: 7; core dimer inh: -2; AHR act: 1; procasp7 counter: 0; TPT1 inh: 1

Results for O=C1c2ccccc2C(=O)N1CCCCN(C(=O)c1cccc([N+](=O)[O-])c1)c1ccc(Cl)cc1 ?
PP5 primary: 3.0; proCasp3 act: -11; PP1 counter: 6; CTSL1 counter: 4; PAFAH2 FP inh: -2; core dimer inh: 8; AHR act: 72*; procasp7 counter: 0; TPT1 inh: 1

How did CCN1CCN(S(=O)(=O)c2ccc(S(=O)(=O)NC3CC3)cc2)CC1 do in these assays?
PP5 primary: -0.7; proCasp3 act: 1; PP1 counter: -1; CTSL1 counter: 2; PAFAH2 FP inh: -7; core dimer inh: 3; AHR act: -1; procasp7 counter: 4; TPT1 inh: 1

Results for CCOc1cc(/C=C2\C(=N)N3N=C(S(C)(=O)=O)SC3=NC2=O)ccc1OCCOc1cccc(OC)c1 ?
PP5 primary: 1.8; proCasp3 act: 0; PP1 counter: 12; CTSL1 counter: 2; PAFAH2 FP inh: -25; core dimer inh: 15; AHR act: 4; procasp7 counter: 6; TPT1 inh: 1

How did CC(C)CC(=O)NNC(=S)Nc1ccc(S(N)(=O)=O)cc1 do in these assays?
PP5 primary: 3.8; proCasp3 act: -12; PP1 counter: 5; CTSL1 counter: -1; PAFAH2 FP inh: 6; core dimer inh: -4; AHR act: 1; procasp7 counter: -1; TPT1 inh: 2

What do the screens show for `O=C1N=C(N2CCN(c3ccccc3)CC2)S/C1=C\c1cn[nH]c1-c1ccccc1`?
PP5 primary: 3.9; proCasp3 act: 4; PP1 counter: 2; CTSL1 counter: 6; PAFAH2 FP inh: 4; core dimer inh: 10; AHR act: 3; procasp7 counter: -3; TPT1 inh: -2

How did O=S(=O)(Nc1ccccn1)c1ccc(Br)cc1 do in these assays?
PP5 primary: -2.7; proCasp3 act: 3; PP1 counter: -1; CTSL1 counter: -1; PAFAH2 FP inh: 3; core dimer inh: -9; AHR act: 3; procasp7 counter: 9; TPT1 inh: 0

What do the screens show for `O=C(Nc1ncc(Cc2ccccc2Cl)s1)c1ccc([N+](=O)[O-])cc1`?
PP5 primary: 0.4; proCasp3 act: 6; PP1 counter: -1; CTSL1 counter: 8; PAFAH2 FP inh: -6; core dimer inh: 0; AHR act: -2; procasp7 counter: 4; TPT1 inh: -2

Results for O=C(O)[C@H]1CCCC[C@H]1C(=O)Nc1ccc(Nc2ccccc2)cc1 ?
PP5 primary: -1.0; proCasp3 act: -7; PP1 counter: -2; CTSL1 counter: -7; PAFAH2 FP inh: 9; core dimer inh: -5; AHR act: 1; procasp7 counter: -13; TPT1 inh: -1

How did Cc1c(C(=O)OCC(=O)NCc2ccco2)oc2ccccc12 do in these assays?
PP5 primary: 1.1; proCasp3 act: -9; PP1 counter: -4; PAFAH2 FP inh: 10; AHR act: 0; procasp7 counter: -4

How did CC(=O)Nc1ccc(S(=O)(=O)NCc2cc(=O)n(C)c(=O)n2C)cc1 do in these assays?
PP5 primary: 1.0; proCasp3 act: 2; PP1 counter: 0; CTSL1 counter: -3; PAFAH2 FP inh: 2; core dimer inh: 0; AHR act: 2; procasp7 counter: 2; TPT1 inh: 0

What do the screens show for `O=C(CCS(=O)(=O)c1ccc(Br)cc1)N1CCN(Cc2ccccc2)CC1`?
PP5 primary: 1.2; proCasp3 act: 2; PP1 counter: -3; CTSL1 counter: -4; PAFAH2 FP inh: 8; core dimer inh: -3; AHR act: 0; procasp7 counter: 0; TPT1 inh: -5

What do the screens show for `O=Cc1cc([N+](=O)[O-])ccc1N1CCOCC1`?
PP5 primary: 0.6; proCasp3 act: -4; PP1 counter: -3; CTSL1 counter: 0; PAFAH2 FP inh: -3; core dimer inh: -2; AHR act: 5; procasp7 counter: -12; TPT1 inh: -3

What do the screens show for `O=C(Nc1ccc(Br)cc1Cl)NC1CC1`?
PP5 primary: 0.7; proCasp3 act: 6; PP1 counter: 3; CTSL1 counter: -2; PAFAH2 FP inh: 4; core dimer inh: -9; AHR act: -5; procasp7 counter: 0; TPT1 inh: -1

How did CCOCCCNC(=O)c1ccc(OC)cc1 do in these assays?
PP5 primary: 1.4; proCasp3 act: 5; PP1 counter: -3; CTSL1 counter: -3; PAFAH2 FP inh: 4; core dimer inh: -6; AHR act: 5; procasp7 counter: 6; TPT1 inh: -6

Results for O=C(CCCNS(=O)(=O)c1cccs1)N1CCc2ccccc2C1 ?
PP5 primary: -1.3; proCasp3 act: -3; PP1 counter: -1; CTSL1 counter: 3; PAFAH2 FP inh: 11; core dimer inh: 5; AHR act: -8; procasp7 counter: -9; TPT1 inh: 0

What do the screens show for `Cc1nnc2c3ccccc3c(-c3ccccc3)nn12`?
PP5 primary: 0.6; proCasp3 act: 7; PP1 counter: -4; CTSL1 counter: -1; PAFAH2 FP inh: 6; core dimer inh: 4; AHR act: 6; procasp7 counter: 1; TPT1 inh: -2

How did O=C(CSc1nc2c(c(=O)[nH]1)CCC2)Nc1cccc(Cl)c1 do in these assays?
PP5 primary: 1.0; proCasp3 act: -5; PP1 counter: -1; CTSL1 counter: 0; PAFAH2 FP inh: 4; core dimer inh: -3; AHR act: 4; procasp7 counter: 3; TPT1 inh: -1

Results for O=C(O)CN(c1cccc(C(F)(F)F)c1)S(=O)(=O)c1ccccc1 ?
PP5 primary: -0.4; proCasp3 act: 8; PP1 counter: 0; CTSL1 counter: 4; PAFAH2 FP inh: 1; core dimer inh: -3; AHR act: 0; procasp7 counter: 12; TPT1 inh: -3

Results for COc1cccc(-c2noc(Cn3nc(C)c([N+](=O)[O-])c3C)n2)c1 ?
PP5 primary: 3.0; proCasp3 act: -15; PP1 counter: -2; CTSL1 counter: 5; PAFAH2 FP inh: 5; core dimer inh: 6; AHR act: 0; procasp7 counter: -16; TPT1 inh: 1

Compounds were not picked by outcome; any-hit rate near 5.6%.
